# From PubChem BioAssay
# CHT PAM – allosterically activates the human high affinity choline transporter; Q9GZV3; 0.49% of 310,000 active; CHT-expressing cells, membrane potential dye, choline EC20; hits give high values; LV-AA mutant CHT in HEK293 cells; AID 488977; B-score at 10 µM;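 active = initial fluorescence not abnormally high and integrated response B-score, plate-corrected, over 3 SD above library mean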
# Target sequence (Q9GZV3 whole entry, looked up): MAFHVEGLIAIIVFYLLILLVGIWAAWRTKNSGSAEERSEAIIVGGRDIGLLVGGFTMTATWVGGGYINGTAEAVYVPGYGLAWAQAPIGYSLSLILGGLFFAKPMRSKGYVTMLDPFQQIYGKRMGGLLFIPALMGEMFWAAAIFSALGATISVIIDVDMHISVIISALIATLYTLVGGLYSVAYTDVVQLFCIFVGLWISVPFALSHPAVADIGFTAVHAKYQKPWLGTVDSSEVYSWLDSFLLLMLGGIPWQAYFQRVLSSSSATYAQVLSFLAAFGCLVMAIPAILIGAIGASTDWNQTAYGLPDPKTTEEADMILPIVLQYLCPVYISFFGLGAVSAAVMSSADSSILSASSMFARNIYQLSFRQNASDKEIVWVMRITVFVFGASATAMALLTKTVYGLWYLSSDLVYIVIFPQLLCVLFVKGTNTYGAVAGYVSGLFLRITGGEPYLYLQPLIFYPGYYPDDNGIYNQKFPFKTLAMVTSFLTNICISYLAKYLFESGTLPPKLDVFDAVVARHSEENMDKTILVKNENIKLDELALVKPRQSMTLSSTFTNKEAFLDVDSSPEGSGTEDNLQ
# OX1R antag-1 – blocks the human orexin 1 receptor | O43613 | CHO/OX1R cells, Fluo-8 calcium fluorescence, orexin A | inhibition, % at 5 µM | 0.43% of 330,000 active | AID 434989;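 active = inhibition above its plate's threshold, mean inhibition of all tested compounds on the plate plus 3 SD, cut at about 37% in these data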;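 also: 0% = orexin A challenge wells and 100% = SB-334867-A antagonist wells; not every result past the cut was called active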
# Target sequence (O43613 whole entry, looked up): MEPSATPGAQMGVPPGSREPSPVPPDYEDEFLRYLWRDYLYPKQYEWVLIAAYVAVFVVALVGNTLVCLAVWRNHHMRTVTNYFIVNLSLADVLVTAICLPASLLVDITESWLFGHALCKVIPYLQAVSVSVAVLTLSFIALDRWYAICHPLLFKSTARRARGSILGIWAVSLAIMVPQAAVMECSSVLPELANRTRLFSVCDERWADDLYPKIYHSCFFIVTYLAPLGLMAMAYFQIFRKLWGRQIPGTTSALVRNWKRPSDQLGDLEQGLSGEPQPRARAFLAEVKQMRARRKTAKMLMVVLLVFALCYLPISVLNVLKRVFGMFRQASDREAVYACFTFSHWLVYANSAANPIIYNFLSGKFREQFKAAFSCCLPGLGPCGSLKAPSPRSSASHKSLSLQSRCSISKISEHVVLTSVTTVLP
# OX1R antag-2 – antagonists of human orexin 1 receptor (OX1R); O43613; OX1R-expressing cells, FRET antagonist read-out; inhibition, % at 6.6 µM; 1.8% of 330,000 active; AID 485270; in the data active = inhibition mostly above about 38%, no sharp cut-off; inactive = mostly below about 40%;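 also: 0% = agonist challenge alone and 100% = reference antagonist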
# Starred values were filed as active, the others as inactive; i = inactive; nt = not tested or not shown. Compounds as they come; overall some 2.5% were active at least once.
SMILES,CHT PAM,OX1R antag-1,OX1R antag-2
Cc1cc([N+](=O)[O-])nn1CC(=O)N1CCN(Cc2ccccc2)CC1,i,-6,12
Cc1ccc(S(=O)(=O)NC(N)=NCCc2ccccc2)cc1C,i,-15,12
CCn1cc(C(=O)N2CCN(c3ccc(OC)cc3)CC2)c2cc(OC)c(OC)cc2c1=O,i,-6,8
Cc1ccc(C)c(NC(=O)CN2C(=O)COc3ccc(S(=O)(=O)N4CCCC4)cc32)c1,i,-43,12
CCOc1cc2c(cc1OC)C(NC(=O)c1ccco1)CC2=O (stereo unspecified),i,-12,-2
COCc1cccc(N2C(=O)CC(C3C=C(C)C4C(=O)N(c5cccc(COC)c5)C(=O)C4C3)C2=O)c1 (stereo unspecified),i,-35,5
CC(CN1CCCCC1)OC(=O)c1cccc(F)c1 (stereo unspecified),i,-14,-3
COc1ccc(C(CNC(=O)Cc2ccc(-c3ccccc3)cc2)N(C)C)cc1 (stereo unspecified),i,-15,5
COc1ccc(Cl)cc1NC(=O)c1nnn(CC(=O)Nc2ccc(OC)c(OC)c2)c1N,i,-36,8
CC(C)(C)C(=O)N1CCN(c2nc3ccc(Br)cc3s2)CC1,i,-6,9
Cc1ccc(N2C(=O)CC(Sc3nccc(C)n3)C2=O)cc1 (stereo unspecified),i,-16,14
Cc1c(NC(=O)Cn2ccc([N+](=O)[O-])n2)c(=O)n(-c2ccccc2)n1C,i,1,13

# Just CHT PAM and OX1R antag-1, for five of the compounds above:
Compound | CHT PAM | OX1R antag-1
COCc1cccc(N2C(=O)CC(C3C=C(C)C4C(=O)N(c5cccc(COC)c5)C(=O)C4C3)C2=O)c1 (stereo unspecified) | i | -35
Cc1c(NC(=O)Cn2ccc([N+](=O)[O-])n2)c(=O)n(-c2ccccc2)n1C | i | 1
COc1ccc(Cl)cc1NC(=O)c1nnn(CC(=O)Nc2ccc(OC)c(OC)c2)c1N | i | -36
Cc1ccc(S(=O)(=O)NC(N)=NCCc2ccccc2)cc1C | i | -15
Cc1ccc(N2C(=O)CC(Sc3nccc(C)n3)C2=O)cc1 (stereo unspecified) | i | -16

# Further records.
SMILES,CHT PAM,OX1R antag-1,OX1R antag-2
Cc1ccc(CC2SC(=Nc3ccccc3)N(c3ccccc3)C2=O)cc1 (stereo unspecified),i,-20,18
O=C(COc1ccccc1F)Nc1nnc(-c2ccncc2)s1,i,-11,10
CCOC(=O)N1CCc2c(sc(NC(=O)C3=COCCO3)c2C(N)=O)C1,i,-19,45
COc1ccc(C(=O)OCC(=O)NC(C)CCc2ccccc2)cc1OC (stereo unspecified),i,-9,4
CCOc1ncccc1C(=O)OCC(=O)c1c[nH]c2ccccc12,nt,-15,1
CCOc1ccc(NC(=O)Nc2ccccc2C(N)=O)cc1,i,-11,11
CC1=NN(S(=O)(=O)c2ccc(C)cc2)C(=O)c2ccccc2O1,i,-10,13
Cc1ccc2c(c1)N(CCCC(=O)Nc1cccc(C(F)(F)F)c1)C(=O)CO2,i,-2,23
COc1ccc(NS(=O)(=O)c2cccc(C(=O)NCC(c3ccc(OC)cc3)N3CCCC3)c2)cc1 (stereo unspecified),i,-36,2
O=C(c1ccccc1F)N1CCN(S(=O)(=O)c2ccc3ccccc3c2)CC1,i,-30,9
COc1cccc(-c2nc(N3CCN(C)CC3)c3ccccc3n2)c1O,i,-21,21
COC(=O)C1=C(N)Oc2cc(C)n(Cc3cccnc3)c(=O)c2C1c1ccccc1OC (stereo unspecified),i,-7,31
Cc1ccc(C2(C)NC(=O)N(CC(=O)NC(C)c3ccccc3)C2=O)cc1 (stereo unspecified),i,-19,28
C[C@@H](O)Cc1cn(CC(=O)NCCCCCCCCCCC(=O)N2CCNCC2)nn1,i,-4,13
COc1cc(NC(=O)CSc2nc(=O)n(CCCN3CCOCC3)c3c2CCC3)cc(OC)c1,i,-28,16
CCN(CC)c1ccc(NC(=O)Cn2nnc(-c3cccc(OC)c3OC)n2)c(C)c1,i,-26,20
COc1cc(N(C)C)c([N+](=O)[O-])cc1C(=O)NC(C)CNc1ccc([N+](=O)[O-])cc1Cl (stereo unspecified),i,-6,5
Cc1cccc(NC(=O)CNC(=O)c2ccc3c(c2)OCO3)n1,i,3,2
CNC(=O)c1ccccc1NC(=O)c1ccc(C)c(S(=O)(=O)N2CCCCC2)c1,i,-36,21
C#CCOCCOCCOCCNc1nc(N2CCN(C(=O)CCCCCCCCCCNC(=O)[C@H](CCCCN)n3cc(CCCC(=O)O)nn3)CC2)nc(N2CCN(C(=O)CCCCCCCCCCNC(=O)[C@H](CCCN=C(N)N)n3cc(C[C@@H](C)CC)nn3)CC2)n1,i,-5,-12
CCN(Cc1nc2ccccc2c(=O)[nH]1)Cc1cc(=O)oc2cc(OC)ccc12,i,-34,23
C=CC[C@H](CC(=O)OC(C)(C)C)C(=O)OC[C@@H]1CCCN1C(=O)[C@H](CC=C)CC(=O)N[C@H](CO)Cc1ccccc1,nt,-18,10
CC(C)CNC1=CC(=O)CC(c2ccco2)C1 (stereo unspecified),i,-18,14
COc1ccc(N2C(=O)C(CC(=O)Nc3ccccc3)N(Cc3ccccn3)C2=S)cc1 (stereo unspecified),i,-1,15
C/C(CC(=O)Nc1cccc(F)c1)=N\NC(=O)C(=O)NC1CCCCC1,i,-34,6
CCOCCCNC(=S)N1CCCN(c2nc3cc(C)c(C)cc3cc2C#N)CC1,i,2,30
O=C(N/N=C/c1cc(Cl)c(O)c(Cl)c1)c1cc2c(ccc3ccccc32)o1,i,9,92*
O=C(CN1CCN(Cc2ccc(F)cc2Cl)C1=O)NCCCN1CCOCC1,i,-6,1
Cc1ccc(NC(=S)NC(NC(=O)N(C)C)C(Cl)(Cl)Cl)cc1 (stereo unspecified),i,-9,0
Cc1ccc(NC(=O)C2C3C=CC4(O3)C2C(=O)N(CCCN2CCCCC2)C4C(=O)NC2CCCCC2)cc1Cl (stereo unspecified),i,-3,7
CC(C)C(C)NC(=O)COC(=O)C1CCN(S(=O)(=O)c2ccc3c(c2)OCCO3)CC1 (stereo unspecified),i,-31,11
CC1=C(C(=O)Nc2ccccc2C)C(c2cccnc2)n2nc(CCCO)nc2N1 (stereo unspecified),i,-3,22
O=S(=O)(Nc1ncccn1)c1ccc(NC(=S)N2CCN(Cc3ccc(F)cc3Cl)CC2)cc1,i,-15,10
COCc1nnc(NC(=O)c2cc(C(=O)OC)cc([N+](=O)[O-])c2)s1,i,-8,90*
CCc1noc(C)c1C(=O)Nc1cc(S(=O)(=O)N2CCOCC2)ccc1OCC(F)(F)F,i,-17,2
CC(Cn1cncn1)NC(=O)c1cc(COc2cccc(C(F)(F)F)c2)on1 (stereo unspecified),i,-16,28
Cc1ccc(C(=O)Nc2nccs2)s1,i,-12,4
CCOc1ccc(C(=O)Nc2cccc(-c3ccc4nncn4n3)c2)cc1,i,-27,22
Cc1cc(N/N=C/c2ccccc2F)c2ccccc2n1,i,-36,1
CCn1c(=O)n(CC)c2cc(N3CCCC3)c(NC(=O)c3cc(Cl)ccc3OC)cc21,i,-13,15
COC(=O)C(NC(=O)CCC(=O)N[C@@H](C(=O)OC)c1ccccc1)c1ccccc1 (stereo partly specified),i,-13,5
COc1cccc(C2CC(C(F)(F)F)n3ncc(C(=O)Nc4c(C)n(C)n(-c5ccccc5)c4=O)c3N2)c1 (stereo unspecified),i,-20,1
COCCn1c(SC(C(=O)Nc2cc(C)ccc2OC)c2ccccc2)nnc1-c1ccc(Cl)cc1 (stereo unspecified),i,-48,22
COC(=O)c1cccc(NC(=O)CCSc2ccc(Cl)cc2)c1C,i,2,13
O=S(=O)(NCCSc1ccccn1)c1ccc(Cl)cc1,i,-18,13
COc1ccc(CNC(=O)C2CCN(C(=O)c3csc(Nc4ccc(C)cc4)n3)CC2)cc1,i,-31,10
COc1cc2c(cc1OC)CN(Cc1cc(OC)c(O)c(OC)c1)CC2,i,-24,15
O=C(CSc1nnc(-c2ccc(Br)cc2)o1)N1CCN(C(=O)c2ccco2)CC1,i,-25,32
COC(=O)c1cc2c(N)c(C(=O)c3ccccc3)sc2nc1C(OC)OC,i,-27,17
Cc1cc(N2CCN(C(c3ccccc3)c3ccc(Cl)cc3)CC2)n2ncnc2n1 (stereo unspecified),i,-22,11
O=C(Nc1nc(-c2ccc(F)cc2)cs1)c1cccnc1,i,-12,13
Cc1ccc(CNC(=O)c2cc3c(C)nc4ccccc4c3o2)cc1,i,-22,57*
CC(Nc1nc(-c2ccc(F)cc2)cs1)c1nc2cc(Cl)c(Cl)cc2n1CCCO (stereo unspecified),i,-19,38
CCOC(=O)CSc1nc2ccccc2c(=O)n1-c1ccc(C)cn1,i,-24,15
COc1ccc(CCNC(=O)CN2C(=O)C3(OCCCO3)c3ccccc32)cc1OC,i,-5,22
C#CC[N+](CC)(CC)CC#Cc1ccccc1,i,-12,8
CCCCN(C)CCNC(=O)c1ccc2c(c1)NC(=O)C(N1CCCCC1)S2 (stereo unspecified),i,-4,3
COc1ccc(NC(=O)C2CCCO2)c(OC)c1 (stereo unspecified),i,-13,6
CCCCCCCNC(=O)C1CC(=O)N(C)C(=Nc2ccc(OC)cc2)S1 (stereo unspecified),i,-33,-2
COc1ccc(NC(=O)C2CC(=O)N(C(C)C)C2)cc1 (stereo unspecified),i,7,8

# A run of entries of the results above:
SMILES,CHT PAM,OX1R antag-1,OX1R antag-2
Cc1cc(N2CCN(C(c3ccccc3)c3ccc(Cl)cc3)CC2)n2ncnc2n1 (stereo unspecified),i,-22,11
O=C(Nc1nc(-c2ccc(F)cc2)cs1)c1cccnc1,i,-12,13
Cc1ccc(CNC(=O)c2cc3c(C)nc4ccccc4c3o2)cc1,i,-22,57*
CC(Nc1nc(-c2ccc(F)cc2)cs1)c1nc2cc(Cl)c(Cl)cc2n1CCCO (stereo unspecified),i,-19,38
CCOC(=O)CSc1nc2ccccc2c(=O)n1-c1ccc(C)cn1,i,-24,15
COc1ccc(CCNC(=O)CN2C(=O)C3(OCCCO3)c3ccccc32)cc1OC,i,-5,22

# Profiles from above. Values in the order: CHT PAM, OX1R antag-1, OX1R antag-2
# Shown for CCCCN(C)CCNC(=O)c1ccc2c(c1)NC(=O)C(N1CCCCC1)S2 (stereo unspecified) = i, -4, 3
# Shown for COc1ccc(CCNC(=O)CN2C(=O)C3(OCCCO3)c3ccccc32)cc1OC = i, -5, 22
# Shown for O=C(Nc1nc(-c2ccc(F)cc2)cs1)c1cccnc1 = i, -12, 13
# Shown for CCOC(=O)CSc1nc2ccccc2c(=O)n1-c1ccc(C)cn1 = i, -24, 15

# (continued)
SMILES,CHT PAM,OX1R antag-1,OX1R antag-2
CCOc1ccccc1N1CCN(S(=O)(=O)c2ccc(Cl)s2)CC1,i,-31,10
COc1cc(/C=N/Nc2nncc3ccccc23)cc(OC)c1OC,7.6*,-31,6
CC(C)(C)C(=O)NC1=NN(c2c(Cl)cc(Cl)cc2Cl)C(=O)C1,i,-24,11
O=C(COc1ccc2ccccc2c1)NCC(=O)N/N=C/c1ccco1,i,-15,13
CCCCOCC1CN(c2ccccc2)C(=O)CS1 (stereo unspecified),i,1,22
Clc1cccc(N/N=C(\Cc2nc3ccccc3[nH]2)c2ccccc2)c1,i,-21,5
CNS(=O)(=O)c1cc(N)ccc1C,i,-7,20
CN(C)S(=O)(=O)NC(=O)C1=C(N2CCCC2)COC1=O,nt,-4,6
CC(C)Oc1ccc(/C=N/NC(=O)c2nnn(-c3nonc3N)c2CN(C)C2CCCCC2)cc1,i,10,9
Clc1ccccc1Cn1nc(-c2ccccc2)nc1-c1ccccc1,i,-54,16
CC(=O)Oc1ccc(N2C(=O)C3C(C2=O)C2(C)C=CC3(C)O2)cc1 (stereo unspecified),i,12,3
O=C(COc1ncnc2ccccc12)NC1CCCC1,nt,-8,-1
O=C(NCCc1ccc(Cl)cc1)C1CCCN1C(=O)Nc1ccc(F)cc1 (stereo unspecified),i,-38,12
O=C(NCCC1=CCCCC1)C(=O)NCc1ccccc1Cl,i,9,11
COc1cccc(N(CC(=O)N2CCN(C)CC2)S(=O)(=O)c2ccc(C)cc2)c1,i,-25,18
COc1cccc(C(=O)N(Cc2nc(-c3cccc(C)c3)no2)C(C)C)c1OC,i,11,81*
COc1ccc(NC(=O)CCN2CCN(S(=O)(=O)c3ccc(C(C)C)cc3)CC2)cc1,i,-14,5
COc1ccc(NC(=O)N2CCOCC2)cc1,i,1,5
COc1ccc(-c2nnc(SCc3csc(N)n3)n2C)cc1,i,-13,4
Cc1nc(NC(=O)c2csc3ccccc23)sc1C,i,3,38
CCOC(=O)c1oc2cc(O)c(CC)cc2c(=O)c1-c1cscn1,i,-15,10
CCn1c(CNc2ccc(Cl)cc2)nnc1SCCN1CCCCC1,i,-25,19
O=C(NCCNS(=O)(=O)c1cccc(C(F)(F)F)c1)c1cc(OCC(F)(F)F)ccc1OCC(F)(F)F,i,-24,2
CC(C)OCCCNC(=O)c1cn(C)c2ccc(S(=O)(=O)N(C)C3CCCCC3)cc2c1=O,i,-10,3
CC(C)(C)C(=O)Nc1ccccc1C(=O)Nc1ccccn1,i,-36,9
COc1ccc(N(CC(=O)Nc2ccc(F)c(F)c2)S(=O)(=O)c2c(C)n[nH]c2C)cc1,i,-12,8
C=CCNC(=O)c1nn2cccnc2c1Cl,i,-3,18
CCCN1C(=O)CC(C(=O)OC)=C1C,i,-10,21
